ERAP1 inh – inhibitors of human ERAP1 aminopeptidase | recombinant ERAP1, Leu-AMC fluorescence, 60 min | inhibition, % at 10.7 µM | 340,000 compounds, 0.15% hits;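 active = mean replicate inhibition of at least 30%, or all replicates individually reaching that 30% level; inactive = mean below 30% and not every replicate reaching it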;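 also: 0% = neutral control wells and 100% = L-leucinethiol positive control wells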
Target sequence (Q9NZ08 whole entry, looked up): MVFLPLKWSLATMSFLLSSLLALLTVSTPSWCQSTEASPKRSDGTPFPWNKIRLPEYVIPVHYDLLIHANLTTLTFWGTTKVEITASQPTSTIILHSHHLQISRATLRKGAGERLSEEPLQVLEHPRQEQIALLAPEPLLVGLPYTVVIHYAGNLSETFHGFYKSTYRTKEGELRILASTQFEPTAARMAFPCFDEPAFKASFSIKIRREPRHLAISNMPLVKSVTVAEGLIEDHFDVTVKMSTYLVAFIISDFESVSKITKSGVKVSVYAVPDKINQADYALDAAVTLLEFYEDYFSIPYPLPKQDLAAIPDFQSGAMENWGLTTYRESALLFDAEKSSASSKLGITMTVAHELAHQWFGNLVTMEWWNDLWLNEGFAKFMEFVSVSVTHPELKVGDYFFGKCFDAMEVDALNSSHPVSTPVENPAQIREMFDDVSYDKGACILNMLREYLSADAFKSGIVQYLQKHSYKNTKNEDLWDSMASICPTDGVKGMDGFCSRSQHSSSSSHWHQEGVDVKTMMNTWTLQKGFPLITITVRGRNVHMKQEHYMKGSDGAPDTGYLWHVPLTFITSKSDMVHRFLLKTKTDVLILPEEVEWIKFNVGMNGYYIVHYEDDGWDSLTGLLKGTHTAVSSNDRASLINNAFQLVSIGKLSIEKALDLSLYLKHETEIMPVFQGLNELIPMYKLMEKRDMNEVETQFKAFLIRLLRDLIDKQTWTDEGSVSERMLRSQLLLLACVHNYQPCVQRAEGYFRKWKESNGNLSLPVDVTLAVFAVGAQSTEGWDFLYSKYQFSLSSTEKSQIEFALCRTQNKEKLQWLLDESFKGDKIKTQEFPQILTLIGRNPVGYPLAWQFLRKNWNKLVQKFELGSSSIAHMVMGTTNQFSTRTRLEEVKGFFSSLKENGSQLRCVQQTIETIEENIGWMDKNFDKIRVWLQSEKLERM
EWS-Fli inh – inhibitors of EWS/Fli oncoprotein transcriptional activity. 350,000 compounds, 0.67% hits. inhibition, % at 12.6 µM. A673 NR0B1-luciferase reporter, viability-normalised;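 active = mean inhibition of at least 50% after viability correction, with every replicate also passing that limit; inconclusive = mean reaches 50% but only one of two replicates passes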;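 also: firefly luciferase signal divided by Alamar Blue viability fluorescence both relative to DMSO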
PAX8 reporter – PAX8 transcriptional activity inhibition; RMG-I TPO-luciferase reporter, SteadyGlo, 24 h; AID 652154; inhibition, % at 12.6 µM; 360,000 compounds, 1.2% hits;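 active = mean replicate inhibition at least 60% with every replicate also reaching 60%; inconclusive = only one of the two criteria is met; inactive = mean below 60% and not all replicates reaching 60%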;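 also: luciferase light reporting Pax8 driven TPO promoter activity; plate controls were median of neutral control wells for no effect and mitoxantrone controls for full effect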
LGR2 inh – Drosophila LGR2 receptor signaling inhibition; inhibition, % at 9.99 µM; 380,000 compounds, 0.35% hits; HEK293 LGR2, CRE-luciferase, bursicon-stimulated, 4 h; AID 720647;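 active = drop in luminescence signal, shown as inhibition above about 50% in the replicate tests, limit read from the data, passing the limit was not always enough; inconclusive = probably only some replicates passing the limit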;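 also: agonist challenge used bursicon conditioned medium at about half maximal strength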
PGC1a acetyl inh – modulators of PGC1a acetylation; inhibition, % at 15.6 µM; AID 651687; 350,000 compounds, 0.17% hits; U2OS PGC1a acetylation, AlphaScreen anti-acetyl-lysine; with virally co-expressed GCN5 acetyltransferase;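 active = every replicate shows inhibition of at least 40%; inconclusive = mean inhibition at least 40% but some replicate below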;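 also: 0% = neutral control wells and 100% = positive control wells; some results beyond the cut were filed as inactive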
PglD inh – inhibitors of Campylobacter jejuni PglD acetyltransferase. purified PglD enzyme, DTNB colorimetric CoA detection. inhibition, % at 12.5 µM. 360,000 compounds, 0.098% hits. AID 602405; in the data active = inhibition above about 16%, passing the limit was not always enough; inconclusive = no clear call, values can overlap the other calls; also: strong numbers were not always called active
FN deposition inh – fibronectin deposition inhibition | AH1F fibroblasts, Alexa488-fibronectin deposition fluorescence, overnight | inhibition, % at 12.6 µM | 350,000 compounds, 0.086% hits;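 active = mean inhibition across replicates of 30% or more, regardless of how many single replicates reach that level; inconclusive = mean under 30% yet at least half of replicates reach 30%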;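 also: positive control wells lacked labelled fibronectin entirely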
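Schedule: 1 h cell adhesion before compound, then overnight fibronectin incubation; test system: AH1F fibroblast monolayer depositing Alexa488-labelled fibronectin into matrix; quantity: 10000 AH1F cells per well; probe or stimulus: fluorescent fibronectin at 24 nM final; signal: fluorescence, ex 485 nm, em 525 nm; evaluation: percent inhibition as loss of matrix-bound fibronectin fluorescence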
S100A4 inh HTS – S100A4-myosin IIA interaction inhibition | 360,000 compounds, 0.14% hits | S100A4/TAMRA-MyoIIA peptide fluorescence polarization | P26447 | inhibition, % at 10.7 µM;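 active = mean inhibition of at least 70% across replicates, with every replicate also reaching that level; inconclusive = mean inhibition reaches 70% but some replicates fall short; inactive = mean inhibition below 70%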
Target sequence (P26447 whole entry, looked up): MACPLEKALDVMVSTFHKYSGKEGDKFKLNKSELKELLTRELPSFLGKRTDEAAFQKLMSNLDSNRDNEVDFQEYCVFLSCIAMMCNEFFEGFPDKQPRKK
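Compound dosing: one dose per compound; test system: human S100A4 monomer with TAMRA-labelled myosin IIA peptide; probe or stimulus: TAMRA-labelled myosin IIA heavy-chain peptide probe, 5 nM; medium: HEPES buffer with Ca2+, pH 7.2; schedule: 5 min incubation before reading; benchmarks: neutral control DMSO, positive control TFP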
Starred values were filed as active, the others as inactive; ? = inconclusive; · = no result given.

cpd	SMILES	ERAP1 inh	EWS-Fli inh	PAX8 reporter	LGR2 inh	PGC1a acetyl inh	PglD inh	FN deposition inh	S100A4 inh HTS
1	C[C@@H]1CN([C@@H](C)CO)C(=O)c2cc(NC(=O)C3CCCCC3)ccc2O[C@@H]1CN(C)C(=O)Nc1cccc2ccccc12	6	17	-49	7	-9	5	·	3
2	COc1ccc(N(CC(=O)NCc2ccco2)C(=O)CCC(=O)Nc2nccs2)cc1	-2	6	-6	14	0	-4	1	3
3	CCCCCCCCN1C(=O)[C@@H](CC(=O)NCc2ccc(C)o2)C[C@@]2(C(=O)OC)C1=C[C@H](C1CCCC1)O[C@@H]2C	-2	9	26	·	·	·	2	-2
4	Cc1ccc(C(=O)NCC(=O)OC2CCCCC2=O)cc1C (centres undefined)	-2	0	·	-8	·	·	7	2
5	CC(C)C[C@H](NC(=O)c1nc[nH]c1C(=O)N1CCc2ccccc2C1)C(=O)OC(C)(C)C	·	2	-20	0	8	8	9	6
6	CCCNC(=O)C[C@H]1CC[C@@H]2[C@H](COC[C@@H](O)CN2C(=O)Nc2ccccc2OC)O1	-3	-7	-7	-9	-11	1	-7	1
7	CCC(=O)N(C)C[C@@H]1Oc2ncc(Br)cc2C(=O)N([C@H](C)CO)C[C@@H]1C	-1	-3	·	-52	7	-2	-5	-1
8	Cc1nn(C)cc1NC(=O)C[C@H]1CC[C@@H]2[C@H](COc3ccc(NC(=O)NC(C)C)cc3C(=O)N2C)O1	-1	0	0	6	4	1	-6	-1
9	CN(C)CC(C)(C)CNS(=O)(=O)c1ccc(OC(F)(F)F)cc1	-1	5	14	6	8	·	-1	2
10	CC(C)[C@@H]1Cc2[nH]c(=O)[nH]c(=O)c2[C@H](c2ccc(F)cc2)O1	-4	-3	-9	-12	·	·	10	-1

Results in LGR2 inh and PAX8 reporter, for some of the entries so far:
cpd | compound | LGR2 inh | PAX8 reporter
1 | C[C@@H]1CN([C@@H](C)CO)C(=O)c2cc(NC(=O)C3CCCCC3)ccc2O[C@@H]1CN(C)C(=O)Nc1cccc2ccccc12 | 7 | -49
10 | CC(C)[C@@H]1Cc2[nH]c(=O)[nH]c(=O)c2[C@H](c2ccc(F)cc2)O1 | -12 | -9

The list goes on.
cpd	SMILES	ERAP1 inh	EWS-Fli inh	PAX8 reporter	LGR2 inh	PGC1a acetyl inh	PglD inh	FN deposition inh	S100A4 inh HTS
11	CCOC(=O)Cn1nnnc1CN1CCN(c2ccc(OC)cc2)CC1	-4	-2	8	-22	-16	·	-13	-2
12	CCc1ccc(NC(=O)CSc2nncn2-c2cccnc2)cc1	-2	-93	-66	-35	4	-2	12	-5
13	C[C@H]1CCCCO[C@@H](CN(C)Cc2ccncc2)[C@@H](C)CN([C@@H](C)CO)C(=O)c2cc(NC(=O)Nc3ccc(F)cc3)ccc2O1	·	7	-7	-3	8	0	10	·
14	C[C@H](CO)N1C[C@H](C)[C@H](CN(C)Cc2cccc(C(=O)O)c2)OCc2cn(nn2)CCCC1=O	-4	0	-4	17	-11	3	2	-4
15	CCC(=O)N[C@H]1CC[C@H](CC(=O)NCc2ccccc2OC)O[C@H]1CO	-1	-3	-12	0	1	0	·	2
16	CC(C)c1ccc(NC(=O)CSc2nc3ncccc3[nH]2)cc1	3	-7	-9	-15	3	-1	0	2
17	Cc1ccc(S(=O)(=O)/N=C2\C=C(NS(=O)(=O)c3ccccc3)C(=O)c3ccccc32)cc1	0	-98	18	11	-5	0	·	-4
18	COc1ccc(NS(=O)(=O)c2cccc(C(=O)N(C)CC(=O)Nc3ccc(C)cc3)c2)cc1	2	-1	9	4	·	-4	-1	8
19	CCCNC(=O)N(C)C[C@H]1Oc2cc(C#CCC(C)C)ccc2S(=O)(=O)N([C@H](C)CO)C[C@@H]1C	-1	15	·	16	11	-3	·	-22
20	OCCCCNCc1ccc(OCc2ccc(Cl)cc2)cc1	3	-19	·	-22	-10	-3	·	0
21	COc1ccc(S(=O)(=O)Nc2ccc3c(c2)CC(=O)N([C@H](C)CO)C[C@@H](C)[C@H](CN(C)Cc2ccc4c(c2)OCO4)O3)cc1	-1	-4	·	3	-9	1	1	1
22	O=C(CN1CCOCC1)N1CC(=O)N2[C@H](CO)[C@H](c3ccc(/C=C/c4ccccc4)cc3)[C@@H]2C1	1	9	-6	10	-1	·	·	-4
23	COc1cc(-c2cnc3c(NC=O)cc(-c4ccc(N5CCN(C)CC5)cc4)cn23)cc(OC)c1OC	-5	-27	-17	-21	-32	6	12	-3
24	CC(=O)Nc1cccc(NC(=O)CSc2ncc(-c3ccc(Cl)cc3)n2Cc2ccco2)c1	·	·	-3	·	-16	-1	-5	·
25	CC(C)(Oc1ccc(Cl)cc1)C(=O)N(Cc1ccccc1)c1ccccn1	0	-20	16	5	·	·	·	-3
26	CCCc1ccc(S(=O)(=O)NCCc2ccncc2)cc1	·	·	-19	·	-6	-4	-5	·
27	CCOc1ccccc1N1CSC2=C(C#N)C(c3c(OC)ccc4ccccc34)CC(=O)N2C1 (centres undefined)	3	1	18	12	·	4	13	-7
28	COc1cccc(C#Cc2ccc3c(c2)[C@H]2[C@H](CCN2C(=O)Cc2ccccc2)[C@H](CO)N3)c1	-3	·	·	23	-8	·	2	7
29	OC(CNCc1ccc(Cl)cc1)(c1ccccc1)c1ccc(F)cc1 (centres undefined)	-10	-11	2	29	-3	·	-11	1
30	COc1cc(C=NCC2OCCc3ccccc32)cc(OC)c1 (centres undefined)	-4	-6	1	·	7	-3	-3	-5
31	COC(=O)c1ccccc1NN=Nc1ccccc1[N+](=O)[O-]	3	-19	-18	-56	·	1	7	-19
32	COc1ccc(S(=O)(=O)N2CC[C@@H]3[C@@H](CO)N(C)c4ccc(-c5ccccc5F)cc4[C@@H]32)cc1	·	4	6	22	-13	-1	2	·
33	CCC(C)NC(=O)c1nn(Cc2ccccc2)c(=O)c2ccccc12 (centres undefined)	-4	-9	-35	-3	4	2	5	-4
34	Cc1cccc(NC(=O)c2cc(-c3c(C)cc(C)cc3O)n[nH]2)c1	0	-45	-51	1	7	-1	-7	-1
35	O=S(=O)(NCc1ccc(Cl)cc1Cl)c1cccs1	-1	-35	-34	-20	-3	0	-9	4
36	Cc1cccc(N(CC(=O)NC2CCCCC2)C(=O)CCCC(=O)Nc2ccccn2)c1C	3	-1	12	20	·	·	-3	26
37	C[C@@H]1CN([C@H](C)CO)C(=O)c2cc(NC(=O)C3CCCCC3)ccc2O[C@H]1CN(C)Cc1ccccc1	3	4	-5	-2	·	1	·	37
38	COc1ccc(CN2CC(=O)N3[C@H]4c5cc(C)ccc5OC[C@@H]4[C@H](c4ccccc4)[C@]3(C)C2=O)cc1	·	-3	5	-6	-9	-6	-10	3
39	Fc1ccc(-n2nnc(-c3ccccc3Br)n2)cc1	0	20	-10	5	10	2	17	7
40	CCC(=O)N(C)C[C@@H]1Oc2cc(-c3cccc(C#N)c3)ccc2S(=O)(=O)N([C@H](C)CO)C[C@@H]1C	4	-6	·	12	-5	0	4	-31
41	CN(C)CC(=O)Nc1ccc2c(c1)[C@@H]1C[C@H](CC(=O)N3CCCCC3)O[C@H](CO)[C@@H]1O2	1	-3	-16	2	-4	1	·	10
42	FC(F)(F)c1cccc(Cc2noc(CN(Cc3ccccn3)CC3CCCO3)n2)c1 (centres undefined)	4	9	-1	16	-3	-4	-1	-2
43	CC1=CC(C)(C)N2C(=O)C(=Nc3ccc(O)cc3)c3cccc1c32	2	30	9	10	-12	·	9	16
44	Nc1nc(N)c2c(n1)CN(Cc1ccc(Cl)cc1)C2	-5	10	23	-8	2	3	6	5
45	O=C1CCC(C(=O)N2CCN(c3ccc(F)cc3)CC2)CN1CC1CCCCC1 (centres undefined)	3	4	18	8	4	-2	-9	-1
46	Cc1ccc(OCCn2c(C3CC(=O)N(Cc4ccccc4)C3)nc3ccccc32)cc1 (centres undefined)	3	22	12	26	-18	2	-1	8
47	CC(Sc1nnc2c(n1)[nH]c1ccccc12)C(=O)NC1CCCCC1 (centres undefined)	1	36	16	10	-14	-1	5	3
48	CNC(=O)C[C@H]1C(=O)N(C2CCCCC2)C[C@@H]1c1ccc(Br)cc1	6	-24	3	4	7	·	-5	-5
49	COc1ccc([C@H]2CC(=O)C=C(c3cccc(C(C)C)c3)C2)cc1OC	0	21	35	-7	-15	3	1	-2
50	O=C(Nc1cccnc1)c1ccc2c(c1)C(=O)N(CC1CCCO1)C2=O (centres undefined)	5	-21	-13	2	2	·	-10	4
51	C[C@H](O)C#Cc1ccc2c(c1)O[C@H](CN(C)Cc1ccc(-c3ccccc3)cc1)[C@@H](C)CN([C@@H](C)CO)S2(=O)=O	3	9	109*	9	11	1	·	-2
52	C[C@@H]1CN([C@@H](C)CO)C(=O)c2cc(NC(=O)C3CC3)ccc2O[C@H]1CN(C)Cc1ccc(C(=O)O)cc1	-1	·	-27	11	-2	6	·	7
53	COCC#Cc1ccc2c(c1)O[C@H](CN(C)C(=O)CN(C)C)[C@@H](C)CN([C@@H](C)CO)S2(=O)=O	2	-3	·	13	?	-1	2	19
54	COc1ccccc1-c1cc(N)n(S(=O)(=O)c2ccc(F)c(C)c2)n1	4	13	5	·	2	0	3	-1
55	CCOC(=O)/C(C#N)=N/Nc1ccc(S(=O)(=O)Nc2cc(OC)nc(OC)n2)cc1	10	3	-5	6	?	-11	-2	-3
56	O=C(O)C[C@H]1C[C@@H]2c3cc(NS(=O)(=O)c4ccc(F)cc4)ccc3O[C@@H]2[C@@H](CO)O1	0	-3	-6	11	2	1	·	7
57	CC(OC(=O)CC1CCCCC1)C(=O)Nc1cccc(C#N)c1 (centres undefined)	-9	-5	-5	-2	·	5	1	-2
58	Cc1cc(-c2csc(NC(=O)c3ccc(=O)[nH]c3)n2)c(C)n1Cc1ccco1	2	4	8	2	-2	·	-4	-6
59	CCCNC(=O)c1ccccc1SCc1c(C)noc1C	-1	·	25	9	-4	-3	3	1
60	CCOC(=O)c1nc(C)c(C(C)=O)s1	-7	-6	-15	4	·	-1	0	-3

Following part.
cpd	SMILES	ERAP1 inh	EWS-Fli inh	PAX8 reporter	LGR2 inh	PGC1a acetyl inh	PglD inh	FN deposition inh	S100A4 inh HTS
61	COc1cc(SC)ccc1C(=O)N(Cc1ccccc1)c1ccccc1	3	9	8	15	-13	1	-7	-1
62	O=C(C1CCC1)N1CC[C@H]2[C@H](CO)Nc3ccc(Br)cc3[C@H]21	5	-2	·	17	-3	·	4	7
63	COC(=O)[C@]1(Cc2ccccc2)N[C@H](c2ccc(-c3ccc(F)cc3)cc2)[C@@H]2C(=O)N(C)C(=O)[C@@H]21	1	5	17	6	-20	-1	19	-3
64	C[C@@H]1CCCCO[C@H](CN(C)C(=O)c2ccccc2)[C@@H](C)CN([C@@H](C)CO)C(=O)c2cc(NC(=O)Nc3ccccc3)ccc2O1	-3	5	5	14	0	8	2	50
65	O=S(=O)(Nc1ccccc1N1CCOCC1)c1cccs1	2	0	-4	-5	-4	-2	-6	-1
66	C[C@@H]1CN([C@@H](C)CO)C(=O)c2ccccc2-c2ccccc2CO[C@H]1CN(C)C(=O)N[C@H](C)c1ccccc1	-2	0	5	8	6	2	12	-15
67	OC(CN1CCOCC1)(c1ccccc1)c1ccccn1 (centres undefined)	0	3	15	-2	-1	6	6	-1

High-throughput results deposited in PubChem by Broad Institute.
